# mABHD4 FP: ABHD4 (mouse) inhibition, primary FP screen; Q8VD66; 370,000 compounds, 0.54% hits; purified mABHD4, FP-Rh probe fluorescence polarization; inhibition, % at 8.92 µM;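 active = inhibition exceeding the mean over every tested compound plus 3 SD, cut at about 30% in these data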;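 note: 0% = plate median of compound wells and 100% = S159A mutant with DMSO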
#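 Assay system: Wild-type mouse ABHD4 protein | Medium: HEPES pH 7.0 buffer, 150 mM NaCl, 0.01% Pluronic F-127 | Incubation: Enzyme–compound pre-incubation 45 min, then probe 60 min, both 25 °C | Technique: Fluorescence polarization with parallel and perpendicular emission, 525/598 nm | Evaluation: % inhibition of FP-Rh probe binding versus controls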
# MBD2 inh: inhibitors of human MBD2 binding to methylated oligonucleotide | Q9UBB5 | TR-FRET | inhibition, % at 4.4 µM | 370,000 compounds, 0.31% hits; in the data active = inhibition above about 13%
# TCR-CD3 inh: inhibitors of human TCR-CD3 interaction | TAMRA-labeled TCR probe fluorescence, biochemical | inhibition, % at 9.4 µM | 360,000 compounds, 0.37% hits; in the data active = inhibition above about 19%;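 note: recombinant mutant TCR 2C K166C tagged with TAMRA read by polarization; 0% = receptor in buffer alone and 100% = receptor with positive control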
# TDP2 inh: TDP2 (human) inhibition, absorbance primary screen; O95551; recombinant TDP2, T5PNP hydrolysis, p-nitrophenol absorbance 415 nm; inhibition, % at 12.8 µM; 370,000 compounds, 0.34% hits;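 active = inhibition above the mean of all tested compounds plus 3 SD, set per campaign, cut at about 25% in these data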;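 note: 0% = DMSO with enzyme and 100% = buffer with substrate but no TDP2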
#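 Material: recombinant human TDP2; quantity: TDP2 enzyme at 120 nM final; medium: Tris-HCl pH 7.5 with MgCl2; compound: single concentration, 12.8 µM nominal, with 1% DMSO; incubation: 2 h enzyme incubation at 37 °C; signal: epi absorbance; measure: percent inhibition; benchmarks: high control without enzyme, low control DMSO plus TDP2; repeats: singlicate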
# SIAE primary: human SIAE inhibition, primary screen. Q9HAT2. SIAE FP-Rh probe binding, fluorescence polarization. 370,000 compounds, 0.69% hits. AID 1053197. inhibition, % at 9.66 µM;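 active = inhibition above a cutoff: mean of compounds within the control limits plus 3 SD of those, cut at about 17% in these data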;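 note: 0% = plate median of compound wells and 100% = probe without SIAE protein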
# HTRA1 inh: inhibitors of human serine peptidase HTRA1; inhibition, % at 5.96 µM; recombinant HTRA1, FP-rhodamine activity-based probe, fluorescence polarization; 340,000 compounds, 0.5% hits; Q92743; in the data active = inhibition above about 36%;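 note: 0% = enzyme with DMSO and 100% = wells lacking enzyme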
# Target sequence (Q92743 whole entry, looked up): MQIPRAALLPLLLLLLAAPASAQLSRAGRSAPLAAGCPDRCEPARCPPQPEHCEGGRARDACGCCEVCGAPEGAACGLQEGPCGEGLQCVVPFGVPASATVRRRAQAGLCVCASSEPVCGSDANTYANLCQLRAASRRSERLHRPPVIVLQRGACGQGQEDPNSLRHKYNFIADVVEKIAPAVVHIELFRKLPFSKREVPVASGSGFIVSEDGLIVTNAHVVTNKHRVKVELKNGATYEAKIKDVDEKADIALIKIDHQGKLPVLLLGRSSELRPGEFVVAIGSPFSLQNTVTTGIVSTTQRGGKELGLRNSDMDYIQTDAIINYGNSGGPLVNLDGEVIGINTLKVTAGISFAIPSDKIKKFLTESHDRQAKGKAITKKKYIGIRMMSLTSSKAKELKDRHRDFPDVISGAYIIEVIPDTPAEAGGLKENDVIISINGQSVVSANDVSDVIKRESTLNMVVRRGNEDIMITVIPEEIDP
# LEDGF integ inh: blocks HIV-1 LEDGF/p75-dependent DNA integration; inhibition, % at 3.7 µM; TR-FRET IN-LEDGF/p75 DNA integration, Eu/Cy5; AID 743269; 370,000 compounds, 0.64% hits;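 active = inhibition above the screen-wide mean plus 3 SD, cut at about 13% in these data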;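 note: signal is the Cy5 over europium emission ratio at 671 and 618 nm; 0% = plate median of compound wells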
# NPR2 activator: GC-B (human) receptor activation; P20594; HEK293-GC-B cells, CNP EC30, cGMP TR-FRET; 0% at EC30 CNP, 100% saturating CNP; activation, % at 10 µM; 370,000 compounds, 0.11% hits; AID 1920062;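 active = activation at 10 µM reaching about 35% in either raw or pattern-adjusted values, limit read from the data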
# rCAG RNA binder: binds r(CAG) RNA repeats | r(CAG) RNA repeat, TO-PRO-1 dye displacement fluorescence | 370,000 compounds, 1.3% hits | AID 651821 | inhibition, % at 3 µM;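 active = inhibition above the plate cutoff, the mean of all test compounds on that plate plus 3 SD, cut at about 35% in these data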;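 note: 0% = DMSO alone and 100% = 100 µM mitoxantrone as full dye displacement; higher means more dye released from RNA so lower well fluorescence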
# PRMT1 FP inh: blocks human protein arginine methyltransferase 1. recombinant PRMT1, activity-based probe fluorescence polarization. inhibition, % at 2.79 µM. 370,000 compounds, 1.3% hits;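 active = inhibition above about 21% made by adding two undisclosed values, limit read from the data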
# Target sequence (Q99873 whole entry, looked up): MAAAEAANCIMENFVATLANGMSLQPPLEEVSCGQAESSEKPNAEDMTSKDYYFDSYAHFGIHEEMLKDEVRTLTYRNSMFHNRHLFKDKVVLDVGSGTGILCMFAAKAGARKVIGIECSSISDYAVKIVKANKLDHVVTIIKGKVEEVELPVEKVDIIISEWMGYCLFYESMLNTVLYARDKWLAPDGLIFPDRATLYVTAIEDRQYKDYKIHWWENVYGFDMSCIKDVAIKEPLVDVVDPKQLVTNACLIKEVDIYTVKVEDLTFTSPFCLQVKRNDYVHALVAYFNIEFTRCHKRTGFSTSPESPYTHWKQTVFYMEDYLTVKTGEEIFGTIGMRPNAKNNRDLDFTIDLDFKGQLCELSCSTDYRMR
# Active calls of the source: *; / = not tested or not shown. Some of the compounds tested. The share of hits here may be higher or lower than overall.
SMILES	mABHD4 FP	MBD2 inh	TCR-CD3 inh	TDP2 inh	SIAE primary	HTRA1 inh	LEDGF integ inh	NPR2 activator	rCAG RNA binder	PRMT1 FP inh
O=C1Nc2cc(Cl)c(Cl)cc2N(O)N1c1ccccc1Cl	5	0	7	6	-1	-4	-2	2	2	2
Cc1ccc2c(N)c(C)ccc2c1	-2	2	-2	-5	0	2	-1	0	-1	-1
N/C(=N\OC(=O)c1ccc(Cl)cc1[N+](=O)[O-])c1cccnc1	-1	-9	7	-3	-1	6	-1	-7	-2	-3
CC(O)(c1cccs1)C(C(=O)O)c1ccccc1 (stereo unspecified)	3	2	1	6	4	0	-2	-2	7	0
N#Cc1ccsc1NC(=O)COC(=O)c1ccc2ccccc2c1	-5	5	-2	11	-23	-18	0	-1	20	3
CC(C)(C)c1nnc(NC(=O)c2cccnc2Cl)s1	-5	1	10	-16	-7	7	3	2	-1	-3
O=C(CCCCl)NC(=S)Nc1ccc(CN2CCOCC2)cc1	-4	3	1	12	4	3	3	3	14	2
Cc1onc(-c2ccccc2Cl)c1C(=O)N1CCN(c2cccc(Cl)c2)CC1	-5	5	-1	5	3	-8	5	-15	4	-1
Cc1cccc(C(=O)Nc2nnc(S(=O)(=O)N(C)Cc3ccco3)s2)c1	-10	0	3	1	2	-8	-1	-1	37*	17
O=S1(=O)CCC(n2nccc2-c2ccccc2)C1 (stereo unspecified)	-3	0	-1	-5	5	4	0	4	0	-2
COC(=O)c1ccccc1NC(=O)/C=C/c1ccco1	-3	-5	-1	-15	-3	-5	1	-2	2	1
COc1ccccc1CNC(=O)[C@H](C)NC(=O)C1CCN(C(=O)[C@@H](N)CCSC)CC1	4	-2	6	2	3	-2	-5	2	-3	-3
C=CCOC(=O)C1=C[C@H](c2ccc(Br)cc2)C[C@H](OCc2ccc(CO)cc2)O1	-9	9	-8	1	-1	-48	-2	1	3	5
CCSc1nnc(NC(=O)c2ccco2)s1	-5	4	2	2	10	-1	-3	0	0	-2
O=C(C1CC1)N1CCc2cc(Br)c(S(=O)(=O)N3CCCCCC3)cc21	2	2	-1	1	-1	-12	-2	0	7	-2
O=C1NC(c2cccc3ccccc23)Nc2ccccc21 (stereo unspecified)	-2	-6	-2	3	5	-3	7	2	3	-1
O=C(c1ccco1)N1CCN(Cc2cc(=O)c(OCc3cccc(Cl)c3)co2)CC1	6	3	0	4	1	-1	-1	1	-5	3
C1CCC2=NCCCN2CC1	0	-4	-3	-10	-1	2	1	0	-2	2
CCOC(=O)C1(Cc2cccc(OC)c2)CCCN(Cc2c(C)nn(C(C)C)c2C)C1 (stereo unspecified)	-2	6	-3	-2	-1	3	0	-1	-11	1
Cc1cccc(OCC(=O)NNC(=O)Cn2c(=O)cnc3ccccc32)c1	9	3	5	20	-2	0	-2	2	3	2

# 4 entries from above, with each value named:
CCSc1nnc(NC(=O)c2ccco2)s1
  mABHD4 FP = -5	MBD2 inh = 4	TCR-CD3 inh = 2	TDP2 inh = 2	SIAE primary = 10	HTRA1 inh = -1	LEDGF integ inh = -3	NPR2 activator = 0	rCAG RNA binder = 0	PRMT1 FP inh = -2

O=C(C1CC1)N1CCc2cc(Br)c(S(=O)(=O)N3CCCCCC3)cc21
  mABHD4 FP = 2	MBD2 inh = 2	TCR-CD3 inh = -1	TDP2 inh = 1	SIAE primary = -1	HTRA1 inh = -12	LEDGF integ inh = -2	NPR2 activator = 0	rCAG RNA binder = 7	PRMT1 FP inh = -2

O=C1NC(c2cccc3ccccc23)Nc2ccccc21 (stereo unspecified)
  mABHD4 FP = -2	MBD2 inh = -6	TCR-CD3 inh = -2	TDP2 inh = 3	SIAE primary = 5	HTRA1 inh = -3	LEDGF integ inh = 7	NPR2 activator = 2	rCAG RNA binder = 3	PRMT1 FP inh = -1

O=C(c1ccco1)N1CCN(Cc2cc(=O)c(OCc3cccc(Cl)c3)co2)CC1
  mABHD4 FP = 6	MBD2 inh = 3	TCR-CD3 inh = 0	TDP2 inh = 4	SIAE primary = 1	HTRA1 inh = -1	LEDGF integ inh = -1	NPR2 activator = 1	rCAG RNA binder = -5	PRMT1 FP inh = 3

# Other structures.
SMILES	mABHD4 FP	MBD2 inh	TCR-CD3 inh	TDP2 inh	SIAE primary	HTRA1 inh	LEDGF integ inh	NPR2 activator	rCAG RNA binder	PRMT1 FP inh
O=C(COC(=O)c1ccc(Cl)c(S(=O)(=O)N2CCCC2)c1)NC1CCCC1	2	1	-7	1	-2	2	4	-5	-1	-2
COc1ccccc1OCCn1cc(/C=N/NC(=O)c2ccncc2)c2ccccc21	10	2	3	-2	8	9	-1	2	2	-3
CS(=O)(=O)Nc1ccc(C(=O)NCc2ccco2)cc1	4	-1	4	-6	-1	12	3	3	3	0
F[B-](F)(F)c1cc2ccccc2s1	87*	-2	7	8	2	2	5	1	3	2
O=C(Cc1cccs1)NCCn1ccc2ccccc21	-5	-2	6	-3	-5	-1	0	0	6	-6
Cn1c(=O)c2c(ncn2CC(=O)N/N=C/C=C/c2ccco2)n(C)c1=O	7	-6	5	4	-4	2	0	0	4	21
CCOC(=O)N1CCN(C(=O)c2cccc(-n3c(=S)[nH]c4cc(Cl)ccc4c3=O)c2)CC1	6	0	7	-6	-1	3	3	1	2	-1
CCCCC1Cc2[nH]c(=S)[nH]c(=O)c2C(c2ccc(F)cc2)O1 (stereo unspecified)	-4	2	-2	-9	8	/	2	-1	5	-1
COc1ccc(NC(=O)C2c3ccccc3OCC(=O)N2CC(F)(F)F)cc1 (stereo unspecified)	0	-1	-6	-6	2	/	1	1	2	6
CCCCC(=O)Nc1cccc(C(=O)N/N=C/c2ccc(OC)cc2OC)c1	3	-2	6	0	9	-18	2	1	1	-3
C=CSc1sc(Cl)c(N(C)C)c1[N+](=O)[O-]	2	3	2	-1	1	7	-3	1	2	-4
COc1ccc(N=Nc2c(C)n[nH]c2C)cc1	-5	0	-7	-3	2	0	6	-4	-1	-4
CCCOc1c(OC)cc(Cl)cc1C1NC(=O)NC(C)=C1C(=O)NCc1ccccc1 (stereo unspecified)	-1	-2	-4	-3	0	2	-3	-4	-5	0
CCOC(=O)/C(=N\Nc1ccccc1Cl)N1CCN(c2ccccc2OC)CC1	8	5	1	2	9	-3	6	-4	-4	0
CN(C)c1nnnn1Cc1ccc(Cl)cc1Cl	3	-3	-6	4	-2	-13	3	10	-2	0
CN(Cc1ccccc1Cl)C(=O)C1CCC(=O)N(CCc2cccc(F)c2)C1 (stereo unspecified)	4	-3	-1	-3	-1	0	-4	4	-8	-1
C=CCn1c(NC(C)c2cc(Cl)ccc2O)nc2ccccc21 (stereo unspecified)	-15	2	-2	-15	1	-14	-3	-20	4	2
S=C1NCN(Cc2ccco2)CN1c1cccc2ccccc12	7	1	4	13	6	0	-4	4	-1	2
CCCCN=C(C)C1=C(O)CSC1=O	1	-1	-5	-1	1	3	-1	0	-4	3
CCCCCCCCN1C(=O)[C@H](CC(=O)N2CCN(C(=O)OCC)CC2)C[C@@]2(C(=O)OC)CC(C)(C)CC=C12	0	-6	-2	3	5	/	2	6	7	2

# Following part:
# Each structure is followed by: mABHD4 FP	MBD2 inh	TCR-CD3 inh	TDP2 inh	SIAE primary	HTRA1 inh	LEDGF integ inh	NPR2 activator	rCAG RNA binder	PRMT1 FP inh
Cc1cc(C)cc(-c2nc(-c3ccncc3)no2)c1
→ 5	-2	-6	-5	0	-10	-2	-12	0	0
COc1ccc(C(=O)N(C)Cc2ccc(C)o2)cc1OC1CCN(C(C)=O)CC1
→ -3	-1	-1	1	-2	-2	0	2	-4	6
CCCCn1c(N)c(N(CC)C(=O)c2cc(C)cc(C)c2)c(=O)[nH]c1=O
→ -2	0	-2	4	-1	-2	-3	3	-4	4
Cc1ccc(SC(C)C(=O)NCc2cccnc2)cc1 (stereo unspecified)
→ 14	-1	-6	11	3	-2	-1	-6	1	0
Clc1ccc(Nc2c3c(nc4ncnn24)CCC3)cc1
→ 1	1	-5	2	3	0	-2	-3	-7	0
CCn1nnc(NC(=O)c2ccco2)n1
→ -5	1	-5	-2	-1	1	-7	3	2	2
COc1ccc([C@H]2C[C@H](n3cc(COC(=O)c4ccccc4)nn3)[C@@H](O)CN2CC2CCCCC2)cc1
→ -6	-2	-2	5	-3	-28	1	-4	5	-5
CC(=O)c1c(C)n(CC(=O)NCc2ccco2)c2ccccc12
→ 2	-5	1	-1	-3	5	-3	3	-2	0
Cc1ccc(C(=O)N2CCN(S(=O)(=O)c3ccc(Br)cc3)CC2)o1
→ -1	-1	2	15	-1	-7	1	-7	-3	-1
COc1ccc(/C=C/C(=O)NNc2cc(=O)n(C)c(=O)n2C)cc1OC
→ -6	2	0	-7	0	0	-2	-4	16	11
Cc1ccc(S(=O)(=O)N2CCOCC2)cc1C(=O)OCC(=O)NCCc1ccc(F)cc1
→ 4	4	-8	7	2	7	-5	2	0	1
Brc1cccc(CNCc2cccs2)c1
→ 1	-6	12	4	-3	0	0	-2	-2	-4
COc1ccc(-c2c(Cc3ccccc3)nc(NC(=O)c3ccccc3F)n2C)cc1
→ -13	5	/	2	41*	/	20*	0	6	-3
CCOC(=O)CN(C(=O)CSc1nnc(-c2ccncc2)n1CCCOC)c1ccccc1
→ 6	4	-4	0	-8	1	3	6	-11	2
COc1ccc(/C=N/n2cnnc2SCc2ccccc2)cc1
→ -11	-2	2	-10	-4	-6	3	-2	-1	-1
COc1cc(C(=O)Nc2ccc3c(c2)C(=O)N(CCC(=O)O)C3=O)cc(OC)c1OC
→ -3	1	-10	-13	-3	7	6	2	4	2
C/C(CC(C)C)=N\NC(=O)Nc1ccccc1
→ -7	2	5	3	-1	2	-1	2	0	-3

# Structures listed so far printed as active in LEDGF integ inh:
molecule | mABHD4 FP | MBD2 inh | TCR-CD3 inh | TDP2 inh | SIAE primary | HTRA1 inh | LEDGF integ inh | NPR2 activator | PRMT1 FP inh
COc1ccc(-c2c(Cc3ccccc3)nc(NC(=O)c3ccccc3F)n2C)cc1 | -13 | 5 | / | 2 | 41* | / | 20* | 0 | -3

# Assay outcomes from PubChem.
